Screening results deposited in PubChem by Broad Institute.
miR122 inh = miR-122 inhibition in Huh7 cells; Huh7 miR-122 Renilla luciferase sensor, 48 h; neutral wells = 0, positive control = 100; activation (reporter increase), % at 12.5 µM; actives 0.3% (n = 340,000);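 active = mean replicate activation score at least 90 and every replicate individually at or above 90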;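 also: higher luciferase means less miR-122 activity so hits act as miR-122 inhibitors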
PGC1a acetyl inh = PGC1a acetylation modulation, inhibitor mode. U2OS PGC1a acetylation, AlphaScreen anti-acetyl-lysine; with virally co-expressed GCN5 acetyltransferase. actives 0.17% (n = 350,000). inhibition, % at 15.6 µM;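 active = every replicate shows inhibition of at least 40%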;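 also: 0% = neutral control wells and 100% = positive control wells; some results beyond the cut were filed as inactive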
Cneo AK release = causes C. neoformans cell lysis. adenylate kinase release luminescence, 4 h; normalised: neutral wells 0, clomiphene wells 100. lysis activity, % at 15 µM. actives 0.2% (n = 360,000);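 active = mean lysis activity across replicates of at least 80%, whatever share of replicates individually reach that level; inactive = mean lysis activity below 80%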
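Material – log-phase Cryptococcus neoformans yeast cells · Input – 5 × 10^6 yeast cells/mL · Medium – fresh YPD growth medium · Doses – single compound concentration per well · Timing – static 4 h at 37 °C with compound, 1 h detection · Detection – adenylate kinase release luminescence · Read-out – signal increase indicating cell lysis · Control set – Clomiphene as positive lysis control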
Starred values were filed as active, the others as inactive. This is a subset; rates above refer to the full screens.

(1) CC(C)CN1C(=O)C(=O)N(CC(=O)NCc2ccc3c(c2)OCO3)C1=O
(2) CCN(CC)S(=O)(=O)c1ccc(Cl)c(C(=O)Oc2cccc(-c3cnc4ccccc4n3)c2)c1
(3) COc1ccc(/C(O)=C2/C(=O)C(=O)N(CCN3CCOCC3)C2c2cccnc2)cc1OC (stereo not drawn)
(4) Cc1cccn2c(=O)c(C=O)c(N3CCCCCC3)nc12
(5) COc1ccc(NC(=O)c2cc(-c3ccccc3OC)on2)cc1
(6) Cc1cc(C)n2nc3nc(N4CCCC4)nc(-c4ccccc4)c3c2n1
(7) Cc1ccc(CNC(=O)CCS(=O)(=O)c2cc(Br)cc3c2N(C(=O)C2CC2)CC3)o1
(8) CCOc1ccccc1NC1=CC(=O)CC(c2ccccc2)C1 (stereo not drawn)
(9) Clc1ccc2nc(-c3ccccc3)c(Cc3ccsc3)n2c1
(10) CCOc1ccc2[nH]c(=O)c(C(c3nnnn3Cc3ccco3)N3CCCC(C)C3)cc2c1 (stereo not drawn)

assay / compound | 1 | 2 | 3 | 4 | 5 | 6 | 7 | 8 | 9 | 10
miR122 inh | 12 | -13 | -4 | -11 | 43 | 0 | -2 | 27 | -5 | -2
PGC1a acetyl inh | -20 | -14 | -2 | 6 | -20 | 8 | 9 | -12 | -15 | 17
Cneo AK release | 6 | -1 | 3 | -2 | -2 | 3 | -4 | -3 | 0 | -1

(11) COc1ccccc1NC(=O)C1=C(C)Nc2ncnn2C1c1ccc(C)o1 (stereo not drawn)
(12) CC[C@@H]1CC=C[C@H]2[C@H]1C(=O)N(Cc1ccccc1)[C@H]2c1ccoc1
(13) CC12CC3CC(C)(C1)CC(CN1CCOCC1)(C3)C2
(14) CCOc1cc(/C=N\NC(=O)Cc2ccccc2)ccc1OCC(=O)Nc1ccc(C)c(C)c1
(15) COC(=O)[C@H](CC(C)C)NC(=O)NC1CCCc2ccccc21 (stereo partly drawn)
(16) COc1ccc(OC)c(/C=N/NC(=O)CSc2nnc(C)n2-c2ccccc2)c1
(17) CCCS(=O)(=O)N1CCCC(C(=O)NCCCN(C)Cc2ccccc2)C1 (stereo not drawn)
(18) COc1cccc(CNC(=O)c2cc3oc4ccccc4c3n2C)c1OC
(19) CS(=O)(=O)N(CC(=O)N1CCN(c2cccc(Cl)c2)CC1)C1CCCCC1
(20) Cc1ccc(C2(c3ccc(C)cc3)NC(=O)N(Cc3c(C)noc3C)C2=O)cc1

assay / compound | 11 | 12 | 13 | 14 | 15 | 16 | 17 | 18 | 19 | 20
miR122 inh | 5 | 16 | -1 | -5 | 2 | 3 | -4 | -5 | -5 | 0
PGC1a acetyl inh | 0 | -27 | -1 | -3 | 1 | -3 | 0 | 2 | -13 | -24
Cneo AK release | 4 | 1 | -1 | 0 | 1 | 0 | -1 | -2 | 1 | 3

Complete entries, quoted from the list. Screens in order: miR122 inh | PGC1a acetyl inh | Cneo AK release
Results for CS(=O)(=O)N(CC(=O)N1CCN(c2cccc(Cl)c2)CC1)C1CCCCC1 → -5 | -13 | 1
Results for COc1ccc(OC)c(/C=N/NC(=O)CSc2nnc(C)n2-c2ccccc2)c1 → 3 | -3 | 0
Results for CCOc1cc(/C=N\NC(=O)Cc2ccccc2)ccc1OCC(=O)Nc1ccc(C)c(C)c1 → -5 | -3 | 0
Results for CC[C@@H]1CC=C[C@H]2[C@H]1C(=O)N(Cc1ccccc1)[C@H]2c1ccoc1 → 16 | -27 | 1
Results for CCCS(=O)(=O)N1CCCC(C(=O)NCCCN(C)Cc2ccccc2)C1 (stereo not drawn) → -4 | 0 | -1

From compound 2 up to 4, as listed above:
(2) CCN(CC)S(=O)(=O)c1ccc(Cl)c(C(=O)Oc2cccc(-c3cnc4ccccc4n3)c2)c1
(3) COc1ccc(/C(O)=C2/C(=O)C(=O)N(CCN3CCOCC3)C2c2cccnc2)cc1OC (stereo not drawn)
(4) Cc1cccn2c(=O)c(C=O)c(N3CCCCCC3)nc12

assay / compound | 2 | 3 | 4
miR122 inh | -13 | -4 | -11
PGC1a acetyl inh | -14 | -2 | 6
Cneo AK release | -1 | 3 | -2

(list continues)
(21) Cc1ccc(NC2=Nc3ccccc3N3C2=Nc2c(c(C)nn2-c2ccccc2)C3c2ccc(O)c(O)c2)cc1 (stereo not drawn)
(22) COc1ccc(CC(=O)Nc2nc3n(n2)C(c2ccccc2)CC(=O)N3)cc1OC (stereo not drawn)
(23) COC(=O)c1sccc1NC(=O)CSc1cc(Cl)ccc1Cl
(24) COC(=O)c1scc(C)c1NC(=O)Cc1ccccc1
(25) C=CCN1C(=O)/C(=C\c2ccc(Cl)cc2)N=C1SCC(=O)NC1CCCCC1
(26) Cc1cc(-c2ccccc2)nc(N(C)NC(=O)c2cccc(C(F)(F)F)c2)c1S(C)(=O)=O
(27) Cc1ccccc1NC(=O)CSc1nc(Nc2ccccc2)nc(N2CCOCC2)n1
(28) COC(=O)c1c(C(=O)OC)c(C)n(Cc2cccnc2)c1C
(29) O=C(NC12CC3CC(CC(C3)C1)C2)c1ccc(COc2ccc(Cl)cc2[N+](=O)[O-])o1
(30) NC(=O)[C@H](Cc1cc2ccccc2s1)NC(=O)[C@@H]1CC2(CC(c3cccc(NC(=O)[C@@H]4CCC(=O)N4)c3)=NO2)CN1C(=O)/C=C/c1c(F)cccc1Cl (stereo partly drawn)

assay / compound | 21 | 22 | 23 | 24 | 25 | 26 | 27 | 28 | 29 | 30
miR122 inh | 1 | -5 | -6 | -4 | -4 | 4 | 0 | 0 | 16 | -4
PGC1a acetyl inh | 1 | -6 | -16 | 33 | -1 | -9 | 8 | -9 | -10 | 5
Cneo AK release | 0 | -2 | 1 | 4 | -1 | 8 | 3 | 0 | 0 | -2

(31) CCCC(=O)Nc1nnc(-c2ccco2)s1
(32) NC(=O)Cn1cc(C(=O)c2cccs2)c2ccccc21
(33) CCOC(=O)c1nn(-c2cccc(C)c2)c2nc(-c3ccccc3)c(C#N)c(=O)n12
(34) CC1(C)Cc2c(C#N)c(SCc3ccccc3)nc(N3CCOCC3)c2CO1
(35) Cc1ccc(NC(=O)c2nc(C)n(-c3ccc([N+](=O)[O-])cc3)n2)cc1
(36) CCC(=O)c1ccc(OCC(O)CN2CCCCC2)cc1 (stereo not drawn)
(37) CC(C)N1CCC(N2CCN(C/C=C/c3ccccc3)CC2CCO)CC1 (stereo not drawn)
(38) Cc1ccc(-c2cc(N)n3nc(-c4ccc(C)cc4)cc3n2)cc1
(39) CCOc1cc(CNCCCN2CCOCC2)cc(Br)c1OCC(=O)Nc1cccc(C(F)(F)F)c1
(40) COc1ccccc1NC(=O)CN1C(=O)C(C)Oc2ccccc21 (stereo not drawn)

assay / compound | 31 | 32 | 33 | 34 | 35 | 36 | 37 | 38 | 39 | 40
miR122 inh | -4 | -1 | -2 | -3 | -43 | 3 | 2 | 1 | -2 | -6
PGC1a acetyl inh | -9 | -79 | 12 | -5 | -18 | 8 | 11 | 2 | -15 | -16
Cneo AK release | 1 | 2 | -1 | 1 | -1 | -1 | 1 | 0 | 4 | 4

(41) CC(C)C(=O)Nc1ccc(C(=O)NNC(=O)CCCOc2ccc(Cl)cc2Cl)cc1
(42) Cc1cc(NS(=O)(=O)c2ccc(NC(=S)NC(=O)c3ccc(Cl)cc3Cl)cc2)no1
(43) CCc1ccccc1NS(=O)(=O)c1cc(C)ccc1OC
(44) CCOc1ccc(-c2nn(-c3ccccc3)cc2/C=C2\SC(N)=NC2=O)cc1C
(45) Cc1cc2c(cc1C)NC(c1ccccn1)C1=C(CC(C)(C)CC1=O)N2 (stereo not drawn)
(46) C=CCn1c(CCNC(=O)c2cccs2)nnc1SCC(=O)c1cccc([N+](=O)[O-])c1
(47) CC(C)c1nc(SCC(=O)NCc2ccccc2)n[nH]1
(48) CNc1oc(-c2ccccc2Cl)nc1C#N
(49) C/C(Cl)=C/Cn1c(SCC(C)C)nc2c1c(=O)[nH]c(=O)n2C
(50) COc1ccc(C2CC(c3ccc(OC)cc3)n3nc(NC(=O)c4ccco4)nc3N2)cc1 (stereo not drawn)

assay / compound | 41 | 42 | 43 | 44 | 45 | 46 | 47 | 48 | 49 | 50
miR122 inh | 2 | 3 | 63 | 3 | 5 | -2 | 2 | -10 | -3 | -4
PGC1a acetyl inh | 16 | -20 | -25 | 6 | 37 | 2 | 5 | 1 | -8 | -4
Cneo AK release | 4 | -2 | -5 | 2 | -1 | 0 | 0 | -4 | 0 | -3

(51) O=C1NC(=O)C(CC(=O)N(Cc2ccco2)C2(C(=O)NC3CCCCC3)CCCCC2)N1 (stereo not drawn)
(52) O=C(NCC(c1cccnc1)N1CCN(c2ccc(F)cc2)CC1)c1ccc2c(c1)OCO2 (stereo not drawn)
(53) CCOc1ccc(NC(=O)c2ccc3snnc3c2)cc1
(54) CCCC(C)C(=O)NCc1ccc2c(c1)OCO2 (stereo not drawn)
(55) COC(=O)c1ccc(NC(=S)Nc2ccccn2)cc1
(56) CCC(CC)C(=O)Nc1cccc(/C(C)=N\NC(=O)c2ccc(C)s2)c1
(57) CC(C)NC(=O)C(=O)NNC(=O)C12CC3CC(CC(C3)C1)C2
(58) N#Cc1cnn(-c2ncnc3sc(-c4ccccc4)cc23)c1N
(59) C=CCn1c2ccccc2c2nnc(SCC(=O)Nc3cc(C)on3)nc21
(60) CC(C)NC(=O)CCS(=O)(=O)c1ccc(Br)s1

assay / compound | 51 | 52 | 53 | 54 | 55 | 56 | 57 | 58 | 59 | 60
miR122 inh | -9 | -1 | -4 | 5 | 11 | 3 | 0 | 0 | 4 | -6
PGC1a acetyl inh | 2 | 1 | -15 | -4 | -4 | 10 | -5 | 0 | 2 | -2
Cneo AK release | -2 | 0 | -3 | 2 | 8 | 0 | 3 | 8 | -3 | -3

(61) CCCS(=O)(=O)N1CCCC(C(=O)N2CCN(c3ccccc3)CC2)C1 (stereo not drawn)
(62) Cc1cccnc1NC(=O)C(C)Oc1ccccc1 (stereo not drawn)
(63) COc1c(F)c(F)c(C(=O)Nc2ccc(NC(=O)c3ccco3)cc2)c(F)c1F
(64) Cc1cc(=O)[nH]c(SCc2cccc(Br)c2)n1
(65) Cc1nnc(C)n1/N=C/c1cccn1C
(66) CCCNS(=O)(=O)c1ccc(NC(=O)Cc2cccs2)cc1
(67) O=C(CC(SCc1ccco1)c1ccc(O)cc1)c1cccs1 (stereo not drawn)
(68) Cc1cc(S(=O)(=O)Nc2cc(C)c(O)c(C)c2)c(C)s1
(69) CCOC(=O)C1=C(C)N=c2s/c(=C/c3ccc(OCC(=O)O)cc3)c(=O)n2C1c1ccc(SC)cc1 (stereo not drawn)
(70) Cc1ccc(NC2=NCC(=O)N2Cc2ccc3c(c2)OCO3)c(C)c1

assay / compound | 61 | 62 | 63 | 64 | 65 | 66 | 67 | 68 | 69 | 70
miR122 inh | -6 | -2 | 20 | 1 | 0 | 29 | -9 | 196* | -1 | 0
PGC1a acetyl inh | 1 | -29 | -27 | -16 | 8 | -10 | 7 | 3 | -4 | -22
Cneo AK release | -2 | -1 | -1 | 0 | 0 | -2 | -3 | 0 | -1 | 0

Some of the entries so far, as labelled records.
65	Cc1nnc(C)n1/N=C/c1cccn1C
  miR122 inh: 0
  PGC1a acetyl inh: 8
  Cneo AK release: 0

61	CCCS(=O)(=O)N1CCCC(C(=O)N2CCN(c3ccccc3)CC2)C1 (stereo not drawn)
  miR122 inh: -6
  PGC1a acetyl inh: 1
  Cneo AK release: -2

More results:
(71) O=c1c2ccccc2nc2n1CCCCN2
(72) COc1cccc(OC)c1OCCOc1ccccc1OC(C)C
(73) O=C(CSc1ncn[nH]1)NCc1ccccc1
(74) CSc1nc(C)cc(-n2ccc(=O)[nH]c2=O)n1
(75) Cc1ccc(Sc2c([N+](=O)[O-])ncn2C)cc1
(76) CC(=O)Oc1ccc(N(C(C)=O)S(=O)(=O)c2cccs2)cc1
(77) CCCN1C(=O)/C(=C/c2c(NCCCOC(C)C)nc3c(C)cccn3c2=O)SC1=S
(78) Cc1ccc(S(=O)(=O)/N=C(/Nc2ccccn2)c2ccc(Cl)cc2)cc1
(79) CCC(C)NC(=O)c1cnn2c1NC(c1cccs1)CC2C(F)(F)F (stereo not drawn)
(80) Cc1ccc(N=C(NO)c2nonc2N)cc1

assay / compound | 71 | 72 | 73 | 74 | 75 | 76 | 77 | 78 | 79 | 80
miR122 inh | 6 | 1 | -8 | -3 | 1 | -3 | -5 | 4 | -6 | -3
PGC1a acetyl inh | -8 | -17 | 0 | 5 | 7 | 5 | 11 | 18 | 7 | -3
Cneo AK release | 2 | -2 | 0 | 0 | -1 | 1 | 1 | -3 | -1 | -3

(81) C=CCSc1ncccc1C(=O)NCc1ccc(C)cc1
(82) COc1ccc(C(=O)Nc2ccc3c(c2)nc(CN2CCN(C(C)=O)CC2)n3C)cc1
(83) O=C(NCC1CCCO1)c1cccc2c1C(=O)c1ccc(N3CCC(Cc4ccccc4)CC3)cc1S2(=O)=O (stereo not drawn)
(84) N#Cc1c2c(nc(N)c1-c1ccccc1)CCCCC2
(85) O=C(c1ccccc1)n1c(=S)nc2ccccn21
(86) NC(=O)C(c1ccc(Cl)cc1Cl)c1ncc(C(F)(F)F)cc1Cl (stereo not drawn)
(87) O=C(c1ccccc1)N1CCC(c2nc(-c3ccc(S(=O)(=O)N4CCOCC4)cc3)no2)CC1
(88) CC1(OC(=O)c2cccs2)C(=O)C=C2C=C3CCCN3C=C2C1=O (stereo not drawn)

assay / compound | 81 | 82 | 83 | 84 | 85 | 86 | 87 | 88
miR122 inh | -1 | -1 | -7 | -3 | -5 | 11 | -6 | -2
PGC1a acetyl inh | -30 | 7 | -3 | -2 | 8 | 0 | 4 | 5
Cneo AK release | 1 | 0 | -3 | -6 | -9 | -1 | 0 | -3
